ALOX12 inh – Primary qHTS assay for inhibitors of human arachidonate 12S-lipoxygenase (ALOX12): Round 2; Polyunsaturated fatty acid lipoxygenase ALOX12 (Homo sapiens), P18054; purified 12hLO, xylenol orange hydroperoxide absorbance; Potency, µM (titrated, usually from 108 µM), without a hit: at the top dose activity change, negative = inhibition, usual class: inhibitors; 580,000 compounds, 1.1% hits; AID 1671190, 2021; note: % is set by controls: 0 for no effect and ±100 for the full control effect
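Purified human 12hLO (150 nM final) in 25 mM Hepes, 0.01% Triton X-100, pH 7.0 was preincubated 15 min at room temperature with compound. Then 40 uM arachidonic acid was added, 30 min. Hydroperoxide was read by Fe-XO absorbance ratio 573/405 nm.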
HP1b binding inh – HTS for Inhibitors of HP1-beta Chromodomain Interactions with Methylated Histone Tails | Chromobox protein homolog 1 (Homo sapiens), P83916 | Potency, µM (series often up to 114 µM), inactives show at the highest dose activity change, negative = inhibition, usual class: inhibitors | AlphaScreen HP1-beta / biotin-H3K9me3 peptide binding | 390,000 compounds, 0.56% hits | AID 540317, 2011; note: nearly all actives have a fitted effect of over 70% in size; inactives centre near 23
Target sequence (P83916 whole entry, looked up): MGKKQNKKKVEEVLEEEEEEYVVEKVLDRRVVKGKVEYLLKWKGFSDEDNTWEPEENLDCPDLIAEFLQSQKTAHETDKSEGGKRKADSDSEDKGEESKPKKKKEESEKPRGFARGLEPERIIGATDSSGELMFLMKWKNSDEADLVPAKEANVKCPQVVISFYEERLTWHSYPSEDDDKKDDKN
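Compound inhibition of the preformed complex between 50 nM HP1-beta and 50 nM biotinylated H3K9me3 peptide was read by AlphaScreen. Buffer was PBS pH 7.4 with 0.01% Tween-20. Incubations ran 30 min at room temperature, with 10 ug/mL donor/acceptor beads.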
Pin1 inh – qHTS Assay to Find Inhibitors of Pin1. 390,000 compounds, 0.009% hits. Potency, µM (doses to about 115 µM), inactives show top-dose activity, negative = inhibition, actives largely listed as inhibitors. Pin1 FP peptide displacement, HiFluor488, 10 min; active = well fitted inhibition curve with a large enough effect in the polarisation, with a control signal flat, not every such curve was filed as active; inconclusive = small, poorly fitted or top-dose-only effect, or effect the other way, or a change in a side signal; inactive = no such curve, though single readings can be large or run the other way; the % refers to the polarisation; note: % is set by controls: 0 for no effect and ±100 for the full control effect
Target sequence (Q13526 whole entry, looked up): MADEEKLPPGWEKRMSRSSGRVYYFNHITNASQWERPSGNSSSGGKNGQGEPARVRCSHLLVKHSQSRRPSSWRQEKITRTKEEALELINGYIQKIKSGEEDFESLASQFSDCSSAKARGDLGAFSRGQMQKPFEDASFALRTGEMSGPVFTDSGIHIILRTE
JMJD2A Tudor – qHTS Assay for Inhibitors of JMJD2A-Tudor Domain. Lysine-specific demethylase 4A (Homo sapiens), O75164. AlphaScreen JMJD2A-Tudor / H3K4me3 peptide binding. Potency, µM (series often up to 114 µM), for the others: at the highest dose activity change, negative = inhibition, actives largely listed as inhibitors. 390,000 compounds, 4.4% hits; note: % is set by controls: 0 for no effect and ±100 for the full control effect; nearly all actives have a fitted effect of over 50% in size
GLS inhibitor – qHTS for Inhibitors of Glutaminase (GLS) | Glutaminase kidney isoform, mitochondrial (Homo sapiens), O94925 | GLS enzymatic activity, qHTS titration | Potency, µM (titrated, usually from 45.5 µM), for inactives: at the top dose activity change, negative = inhibition, actives largely listed as inhibitors | 410,000 compounds, 0.21% hits | AID 624170, 2012; note: % is set by controls: 0 for no effect and ±100 for the full control effect
Target sequence (O94925 whole entry, looked up, canonical isoform): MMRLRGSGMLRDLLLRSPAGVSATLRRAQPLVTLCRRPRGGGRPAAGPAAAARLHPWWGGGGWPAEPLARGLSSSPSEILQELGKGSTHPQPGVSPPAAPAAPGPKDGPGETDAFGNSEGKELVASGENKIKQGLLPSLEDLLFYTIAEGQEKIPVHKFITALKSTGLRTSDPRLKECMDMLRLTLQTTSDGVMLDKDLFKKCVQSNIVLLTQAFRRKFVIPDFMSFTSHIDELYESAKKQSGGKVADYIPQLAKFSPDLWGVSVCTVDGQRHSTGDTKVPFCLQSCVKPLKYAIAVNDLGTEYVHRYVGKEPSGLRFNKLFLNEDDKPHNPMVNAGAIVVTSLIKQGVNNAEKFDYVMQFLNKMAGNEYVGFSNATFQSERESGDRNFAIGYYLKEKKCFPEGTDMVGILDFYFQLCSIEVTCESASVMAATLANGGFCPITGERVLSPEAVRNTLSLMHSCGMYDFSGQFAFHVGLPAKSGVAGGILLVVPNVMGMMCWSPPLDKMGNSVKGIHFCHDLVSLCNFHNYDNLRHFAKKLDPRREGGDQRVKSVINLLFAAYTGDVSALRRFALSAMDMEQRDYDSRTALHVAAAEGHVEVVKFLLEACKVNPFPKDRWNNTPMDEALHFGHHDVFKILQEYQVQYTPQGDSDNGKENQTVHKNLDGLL
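Compounds were pin-transferred onto hKGA, after which L-glutamine (1 mM solution) and a detection mix of glutamate oxidase, HRP and Amplex Red were added. Initial and 30 min RT fluorescence reads were collected.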
PGK inhibitor – qHTS Assay to Find Inhibitors of Phosphoglycerate Kinase; AID 602233, 2012; Phosphoglycerate kinase, glycosomal (Trypanosoma brucei brucei), P07378; PGK/GAPDH coupled, Kinase-Glo luminescence, 60 min; Potency, µM (titrated, usually from 57.5 µM), for the others: top-dose activity change, negative = inhibition, most hits filed as inhibitors; 380,000 compounds, 0.043% hits; note: % is set by controls: 0 for no effect and ±100 for the full control effect; nearly all actives have a fitted effect of over 60% in size
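Luminescent ATP detection (Kinase-Glo Plus) follows a 60-minute room-temperature incubation, with wells lacking PGK as controls. Buffer: 100 mM TEA (pH 7.6), 5 mM MgCl2, 0.01% Tween-20. Coupling enzyme GAPDH (100 nM final) supplies unstable 1,3-BPG in-well.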
ERG-DNA inh – qHTS for Small Molecule Inhibitors of the ERG Ets/DNA interaction; Potency, µM (highest dose often 76.9 µM), inactives show top-dose FP activity, negative = inhibition, hits mostly inhibitors; 370,000 compounds, 0.028% hits; fluorescence polarization, His-ERG Ets domain / labelled DNA; AID 624246, 2012; Transcriptional regulator ERG (Homo sapiens), P11308; active = well fitted inhibition curve with a large enough effect in the polarisation, with a control signal flat; inconclusive = small, poorly fitted or top-dose-only effect, or effect the other way, or a change in a side signal; inactive = no such curve, though single readings can be large or run the other way; the % refers to the polarisation;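 note: polarization taken with two DNA probes labelled with fluorescein and Texas red; % of control where 0% means no effect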
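His-tagged ERG Ets domain (1 uM in the protein solution; 300mM KCl, 50mM Tris-HCl, 1mM EDTA, 1mM DTT, pH 7.5) received compound, then a probe mix of 5 nM fluorescein-DNA and 100nM Texas-615-DNA. Fluorescence polarization was read for both dyes.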
RGS4 inh – Inhibitors of Regulator of G Protein Signaling (RGS) 4: qHTS; Potency, µM (series often up to 114 µM), inactives show at the top dose activity change, negative = inhibition, actives largely listed as inhibitors; 390,000 compounds, 0.039% hits; Transcreener GDP fluorescence polarization, RGS4-accelerated GTP hydrolysis; AID 504845, 2011; note: % is set by controls: 0 for no effect and ±100 for the full control effect; nearly all actives have a fitted effect of over 75% in size; some results filed as inactive show a strong effect at the top dose
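MLSMR compounds (23 nl, pin-transferred) preincubated 10 min at room temperature with a 500nM (2x) first reagent, then RGS4 at 900nM (2x) plus Transcreener GDP mix added; fluorescence polarization (620/688 nm) read before and after 90 min at 30 °C.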
TrxR1 inh – qHTS Assay for Inhibitors of Mammalian Selenoprotein Thioredoxin Reductase 1 (TrxR1): qHTS | Potency, µM (highest dose often 114 µM), without a hit: at the top dose activity change, negative = inhibition, usual class: inhibitors | 390,000 compounds, 1% hits | recombinant rTrxR1, NADPH fluorescence consumption, selenite substrate | AID 588453, 2011; note: % is set by controls: 0 for no effect and ±100 for the full control effect; nearly all actives have a fitted effect of over 65% in size
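Rat TrxR1 (90 nM in the dispensed reagent) was pre-reduced with 400 uM NADPH for 5 min at room temperature, then incubated with compound for 15 min. After 400 uM selenite was added, NADPH fluorescence (Ex 340/Em 450 nm) was followed for 8 min.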
The depositor's hits bear a star; i = inactive; ? = inconclusive; . = no result given; [ ] = another dose, or the depositor's remark. Unless noted, calls come from the whole dose curve; as a rule, active = well fitted curve in the direction sought with a large enough effect; inconclusive = small, poorly fitted or top-dose-only effect, or another doubt; inactive = no such curve, though single readings can be large; an effect the other way counts as inactive or inconclusive. Potency is the fitted concentration of half-maximal effect.

Preview (three entries):
cpd	molecule	ALOX12 inh	HP1b binding inh	Pin1 inh	JMJD2A Tudor	GLS inhibitor	PGK inhibitor	ERG-DNA inh	RGS4 inh	TrxR1 inh
1	CC(C)CNC(=O)NC(=O)COC(=O)COc1ccc(Cl)cc1Cl	-17%	19%	-9%	-8%	12%	-6%	-9%	10%	8%
2	CC(C)(C)c1nnc(NC(=O)c2ccc3c(c2)OCO3)s1	?	?	-3%	89µM*	49%[activator]	-4%	-1%	?	-10%[57.1 µM]
3	O=C(Nc1ccc(F)cc1F)Nc1ccccc1C(=O)NCCN1CCNC1=O	137%[activator]	23%	-3%	-15%	0%	-6%	-14%	-6%	8%

This part in full, repeating the preview:
cpd	molecule	ALOX12 inh	HP1b binding inh	Pin1 inh	JMJD2A Tudor	GLS inhibitor	PGK inhibitor	ERG-DNA inh	RGS4 inh	TrxR1 inh
1	CC(C)CNC(=O)NC(=O)COC(=O)COc1ccc(Cl)cc1Cl	-17%	19%	-9%	-8%	12%	-6%	-9%	10%	8%
2	CC(C)(C)c1nnc(NC(=O)c2ccc3c(c2)OCO3)s1	?	?	-3%	89µM*	49%[activator]	-4%	-1%	?	-10%[57.1 µM]
3	O=C(Nc1ccc(F)cc1F)Nc1ccccc1C(=O)NCCN1CCNC1=O	137%[activator]	23%	-3%	-15%	0%	-6%	-14%	-6%	8%
4	COCCN(Cc1ccco1)C(=O)C1CCCN(c2ncnc3c2nc2n3CCCCC2)C1 (configuration not stated)	-2%	20%	-5%	-8%	0%	-8%	-8%	-11%	5%
5	Nc1ncc(Br)cc1S(=O)(=O)NCCC(=O)NCCc1ccc(Cl)cc1	-29%	23%	-1%	-22%	5%	i	-8%	2%	12%
6	N#Cc1cnn2c(-c3cccc(C(F)(F)F)c3)ccnc12	0%	36%	1%	1%	-1%	6%	4%	-7%	2%
7	OC(c1cc(-c2ccc(Cl)cc2)nc2ccccc12)C1CCCCN1 (configuration not stated)	?	9%	-7%	-22%	8%	-8%	23%	29%	3%[57.1 µM]
8	O=C(CC1CCCC1)Nc1cc(S(=O)(=O)N2CCOCC2)ccc1O	?	?	-7%	-25%	-2%	7%	-1%	-33%	-16%
9	N#CCC(=O)N1CCN(C=O)CC1	21%	30%	2%	-7%	-4%	i	5%	-19%	23%[11.4 µM]
10	Cc1ccc(NC(=O)CN(C)S(=O)(=O)c2cnc[nH]2)cc1C	-1%	39%	-1%	2%	-3%	-11%	-9%	-23%	4%
11	CCOc1cc(/C=C/C(=O)c2ccc(C)cc2)ccc1OCC(=O)N(C)C	-22%	23%	8%	-20%	4%	i	5%	-25%	-25%
12	O=C(/C=C/c1ccc2ccccc2n1)N1CCN(c2ccccc2)CC1	?	13%	5%	-31%	0%	-9%	-4%	-6%	4%
13	CC(=O)c1c(C)[nH]c(C(=O)Nc2cc(S(=O)(=O)N3CCCCC3)ccc2C)c1C	5%	55%[activator]	1%	-6%	1%	-8%	-5%	-8%	6%
14	COc1ccc(NC(=O)N(Cc2cc3cc(OC)ccc3[nH]c2=O)CC2CCCO2)cc1 (configuration not stated)	0%	15%	-22%	-8%	1%	i	-6%	-16%	1%[57.1 µM]
15	CC(=O)NC(CC(=O)O)C(=O)O (configuration not stated)	.	6%	7%	?	-3%	-5%	-2%	-6%	5%
16	O=C1CSC(=NC(=O)c2ccccc2)N1	18%	18%	11%	?	2%	-3%[11.5 µM]	.	-45%	21%
17	CCN1C(=O)/C(=C2\SC(N3CCOCC3)=NC2=O)c2ccccc21	0%	31%	-2%	-6%	-1%	i	-3%	4%	25%
18	Nc1nnc(SCC(=O)Nc2cc(F)ccc2F)s1	10%	31%	-1%	-10%	-17%	-8%	-4%	-32%	-7%
19	O=C(CNC(=O)c1ccc(S(=O)(=O)N2CCCC2)cc1)N/N=C/c1ccco1	7%	27%	3%	-7%	-1%	8%	2%	34%	-12%
20	COCc1ccc(C(=O)N2CCc3c([nH]c4ccccc34)C2c2ccccn2)s1 (configuration not stated)	-1%	-24%	2%	?	-21%	3%	-4%	13%	30%[57.1 µM]
21	C[C@H](NC(=O)OC(C)(C)C)c1nnc(SCC(N)=O)o1	0%	9%	-2%	-15%	1%	3%	4%	13%	-2%[57.1 µM]
22	Cc1cc(C)cc(Oc2c(C(F)(F)F)oc3cc(OCC(=O)NC4CCCCC4)ccc3c2=O)c1	-11%	44%[activator]	76%[activator]	-14%	-4%	.	-6%	-1%	-1%
23	COc1cc2c(cc1/C=C1/NC(=O)N(CC(=O)Nc3ccccc3)C1=O)OCO2	-21%	4%	16%	-8%	-15%	3%	2%	-14%	-19%[57.1 µM]
24	CC(C)N(C(=O)COC(=O)c1ccccc1C(=O)c1ccc(Cl)c([N+](=O)[O-])c1)C(C)C	-2%	2%	-2%	-32%	13%	3%	9%	-1%	-12%[57.1 µM]
25	CCOCC(=O)Nc1ccc(S(=O)(=O)Nc2ncccn2)cc1	0%	33%	-1%	-4%	0%	-1%	-7%	21%	9%[57.1 µM]
26	COc1ccc(C(=O)OCC(=O)c2c[nH]c3ccccc23)cc1OC	0%	37%	11%	-13%	-1%	-8%	11%	1%	8%
27	O=[N+]([O-])c1ccc(-c2cc(-c3ccncc3)nc3ccc4ccccc4c23)cc1	-7%[57.4 µM]	2%	-1%	-22%	-3%	-5%	.	-12%	21%
28	CCc1ccccc1NC(=O)/C(C#N)=C/c1ccc(Sc2ccccc2)o1	-13%	29%	?	-14%	0%	.	10%	2%	31%
29	CSc1nc(SCC(=O)NCc2ccco2)c2c3c(sc2n1)COC(C)(C)C3	?	20%	48%[activator]	?	-2%	-4%	-9%	-29%	?
30	O=C(CSc1ncn[nH]1)Nc1c(F)cc(F)cc1Br	11%	30%	-9%	-1%	-7%	i	1%	-12%	-9%
31	CCOC(=O)C(C)Sc1nnc(-c2ccccc2O)n1-c1ccc(C)cc1 (configuration not stated)	-7%	39%[activator]	2%	-9%	-7%	5%	-5%	11%	4%
32	CCOC(=O)c1c(C)[nH]c(C(=O)C(C)Cl)c1C (configuration not stated)	?	32%	2%	-16%	1%	-3%	3%	-15%	-21%
33	CC(C)CCNC(=O)Cn1c(SCc2cccc(F)c2)nc2ccncc21	.	17%[57 µM]	-2%	7%[57.1 µM]	.	.	.	15%	-5%
34	O=Cc1c(Nc2ccccc2Cl)nc2ccccn2c1=O	-8%	34%[activator]	0%	9%	1%	-7%	2%	-10%	15%
35	COc1cccc2c1N(C)C(=O)CC21C=CC(=O)C=C1	.	54%[activator]	-8%	-14%	.	.	.	-35%	-16%
36	CC1(NC(=O)Cc2ccc(Cl)c(Cl)c2)CCS(=O)(=O)C1 (configuration not stated)	152%[activator]	21%	5%	-19%	-3%	1%	3%	14%	1%
37	O=C(CN1CCN(C(=O)c2ccccc2)CC1)Nc1cc(S(=O)(=O)N2CCCC2)ccc1Cl	11%	58%[activator]	-2%	-12%	-3%	i	-1%	-2%	34%
38	O=C(O)c1cccc(Sc2ccc(Br)cc2C(=O)O)c1	-7%	29%	-14%	-16%	10%	6%	-3%	20%	12%
39	COc1ccc(-n2nc(C(=O)NCC(=O)NCc3ccccc3OC)c3ccccc3c2=O)c(OC)c1	0%	6%	9%	-23%	3%	-8%	7%	-25%	22%[57.1 µM]

An excerpt of these results, field by field.
32. CCOC(=O)c1c(C)[nH]c(C(=O)C(C)Cl)c1C (configuration not stated)
  ALOX12 inh = ? | HP1b binding inh = 32% | Pin1 inh = 2% | JMJD2A Tudor = -16% | GLS inhibitor = 1% | PGK inhibitor = -3% | ERG-DNA inh = 3% | RGS4 inh = -15% | TrxR1 inh = -21%

33. CC(C)CCNC(=O)Cn1c(SCc2cccc(F)c2)nc2ccncc21
  ALOX12 inh = . | HP1b binding inh = 17%[57 µM] | Pin1 inh = -2% | JMJD2A Tudor = 7%[57.1 µM] | GLS inhibitor = . | PGK inhibitor = . | ERG-DNA inh = . | RGS4 inh = 15% | TrxR1 inh = -5%

Screens (PubChem)

These rows are one share of the data (hit frequency here may not be typical).
